PAX8 reporter: PAX8 transcriptional activity inhibition. RMG-I TPO-luciferase reporter, SteadyGlo, 24 h. inhibition, % at 12.6 µM. hit rate 1.2% among 360,000;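 active = mean replicate inhibition at least 60% with every replicate also reaching 60%; inconclusive = only one of the two criteria is met; inactive = mean below 60% and not all replicates reaching 60%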;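 also: luciferase light reporting Pax8 driven TPO promoter activity; plate controls were median of neutral control wells for no effect and mitoxantrone controls for full effect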
DENV2 CPE: inhibitors of DENV2 cytopathic effect. DENV2-infected cells, cytopathic effect rescue, plate reader. hit rate 1.7% among 350,000. CPE inhibition, % at 9.99 µM; in the data active = CPE inhibition above about 20%, passing the limit was not always enough; inconclusive = no clear call, values can overlap the other calls; tested in BHK-21 cells;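 also: 0% = median of neutral control wells and 100% = median of positive control wells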
ARNT-TACC3 inh: disrupts binding between human ARNT and TACC3 | AlphaScreen His-ARNT PAS-B/GST-TACC3 binding, luminescence; TACC3 fragment carries E629A point mutation | inhibition, % at 9.99 µM | hit rate 0.66% among 390,000 | AID 623870;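 active = mean inhibition of replicates at least 50% and at least half of replicates each reaching 50%; inconclusive = half or more replicates reach 50% but mean below 50%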;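 also: 0% = complete ARNT plus TACC3 wells and 100% = ARNT alone without TACC3; many hits fall short of the cut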
XiGFP reactiv: X-chromosome reactivation activator; XiGFP mouse fibroblasts, % GFP-positive cells imaging, 3 d; cells co-treated with 5-aza-dC sensitizer; scaled so ellipticine positive control = 100%; hit rate 0.055% among 360,000; activation, % at 7.58 µM; AID 743238;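 active = mean normalized replicate activation at least 10% and every replicate at or above 10%; inconclusive = only one of the two criteria met; inactive = mean below 10% and not all replicates reach 10%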;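 also: 0% = median of on-plate neutral control wells and 100% = ellipticine 6 µM median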
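System: XiGFP fibroblasts, SV40-immortalized. Medium: DMEM plus 5-aza-dC sensitizer. Doses: single point. Timing: 3 d treatment, 15 min room-temperature fixation. Control set: ellipticine 6 µM.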
ERp5 block: inhibitors of human ERp5; inhibition, % at 9.99 µM; AID 651711; ERp5 insulin aggregation, absorbance 650 nm, 90 min; Q15084; hit rate 0.05% among 350,000;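 active = mean replicate inhibition above about 25%, with every replicate also reaching it, limit read from the data, passing the limit was not always enough; inconclusive = only one of those two criteria met; inactive = neither criterion met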
Target sequence (Q15084 whole entry, looked up): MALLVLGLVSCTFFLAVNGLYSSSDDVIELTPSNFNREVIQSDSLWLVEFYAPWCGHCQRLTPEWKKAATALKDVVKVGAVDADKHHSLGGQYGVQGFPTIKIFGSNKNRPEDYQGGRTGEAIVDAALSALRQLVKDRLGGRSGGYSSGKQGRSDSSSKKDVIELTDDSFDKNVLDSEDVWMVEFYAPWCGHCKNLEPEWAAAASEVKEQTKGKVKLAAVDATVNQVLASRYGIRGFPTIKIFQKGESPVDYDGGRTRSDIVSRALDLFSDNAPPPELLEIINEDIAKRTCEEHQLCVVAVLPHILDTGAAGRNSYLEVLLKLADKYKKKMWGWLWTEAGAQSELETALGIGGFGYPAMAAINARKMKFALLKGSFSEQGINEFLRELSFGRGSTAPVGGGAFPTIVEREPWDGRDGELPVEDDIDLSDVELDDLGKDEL
EWS-Fli block: blocks EWS/Fli oncoprotein-driven transcription | A673 NR0B1-luciferase reporter, viability-normalised | inhibition, % at 12.6 µM | hit rate 0.67% among 350,000 | AID 651661;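 active = mean inhibition of at least 50% after viability correction, with every replicate also passing that limit; inconclusive = mean reaches 50% but only one of two replicates passes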;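 also: firefly luciferase signal divided by Alamar Blue viability fluorescence both relative to DMSO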
F508del corr: CFTR F508del correction in bronchial cells | CFBE cells, YFP halide quenching; stimulated with forskolin plus potentiator P3; % fluorescence drop versus neutral controls | activity (quench increase), % at 7.58 µM | hit rate 0.36% among 350,000;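 active = mean added fluorescence quench of at least 8% versus neutral control, with both replicates also reaching 8%; inconclusive = only one of the mean or replicate conditions met; inactive = mean below 8% and not both replicates reaching 8%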;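 also: cells transiently co-express mutant CFTR-F508del with the halide-sensitive YFP; corrector assay measuring rescue of mutant channel to the surface after 24 h compound exposure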
INS-1E GSIS act: GLuc luminescence reporter in INS-1E cells, primary screen for activators of glucose-dependent secretion of insulin. INS-1E GLuc reporter insulin secretion, 2-3 h. activation, % at 16.6 µM. hit rate 0.61% among 370,000. AID 743287;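 active = lowest replicate activation of at least 40%, so every replicate reaches that level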;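 also: 0% = median of neutral control wells and 100% = median of IBMX positive control wells; some compounds called inactive have numbers as strong as hits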
* marks the source's active call; other numbers are inactive results; u = inconclusive; x = not tested or not shown.

SMILES | PAX8 reporter | DENV2 CPE | ARNT-TACC3 inh | XiGFP reactiv | ERp5 block | EWS-Fli block | F508del corr | INS-1E GSIS act
C/C=C/c1ccc([C@H]2[C@H]3CN(C(=O)c4ccccc4)CC(=O)N3[C@H]2CO)cc1 | -2 | 17 | x | 0.0 | 3 | -2 | -3.5 | 8
C[C@H](CO)N1C[C@H](C)[C@@H](CN(C)S(=O)(=O)c2ccc(Cl)cc2)OCCCC[C@H](C)Oc2ccc(NC(=O)c3ccccc3)cc2C1=O | 21 | 6 | 6 | -0.2 | -5 | 19 | -3.4 | 6
COc1ccc(C(=O)COC(=O)c2sc(C)nc2C)cc1F | -2 | 0 | -22 | 0.1 | 1 | 10 | -1.8 | x
C[C@@H]1CCCCO[C@@H](CN(C)Cc2ccccc2)[C@@H](C)CN([C@H](C)CO)C(=O)c2cc(NC(=O)c3ccccc3)ccc2O1 | -25 | 100* | 4 | -0.1 | x | 2 | -1.0 | 13
CCC(=NC(CC)CO)C1=C(O)CC(C)(C)CC1=O (configuration not stated) | x | 0 | -7 | x | -9 | 9 | -0.9 | 6
OC[C@@H]1Nc2ccc(C3=CCCCC3)cc2[C@@H]2[C@H]1CCN2Cc1nccs1 | x | 7 | x | -0.1 | -5 | x | 1.1 | 1
N#CC(=Cc1ccncc1)c1ccccc1 | -14 | -1 | 1 | 0.8 | 3 | 0 | -1.6 | x
C[C@H](CO)N1C[C@H](C)[C@H](CN(C)Cc2ccncc2)Oc2ncc(-c3cc4ccccc4o3)cc2C1=O | -1 | -1 | 1 | 0.3 | -3 | -9 | 2.9 | -29
O=C(Nc1ccccc1Cl)c1ccc2c(=O)n3c(nc2c1)CCC3 | -92 | -10 | 2 | 0.2 | -2 | -41 | -1.8 | 12
Cc1noc(C)c1NC(=O)Nc1ccc2c(c1)C(=O)N([C@H](C)CO)C[C@H](C)[C@@H](CN(C)S(=O)(=O)c1cccs1)OCCCC[C@H](C)O2 | -22 | 1 | -1 | 0.0 | -3 | 3 | 1.4 | -3
CC(=O)C1=C(c2ccccc2)OC(N)=C(C#N)C1c1ccccc1C (configuration not stated) | 22 | 7 | -3 | 0.7 | 7 | 10 | x | -7
CCCC#Cc1cnc2c(c1)C(=O)N([C@@H](C)CO)C[C@H](C)[C@@H](CN(C)C(=O)C1CCCCC1)O2 | x | x | x | -0.2 | x | 12 | -1.4 | -12
O=C(Nc1ccc2c(c1)[C@H]1C[C@@H](CC(=O)N3CCOCC3)O[C@@H](CO)[C@H]1O2)NC1CCCC1 | -15 | -3 | -3 | 0.0 | 6 | -1 | 0.7 | -6
CCC(C)NC(=O)N1c2ccccc2Sc2ccccc21 (configuration not stated) | 3 | 7 | 2 | 0.4 | 2 | -2 | -1.2 | 1
c1ccc(NC2=NCCN2CCCC2CCCCC2)cc1 | -12 | 2 | -2 | -0.2 | 4 | 13 | 3.2 | -15
COc1cc(C(=O)NCC(=O)OCc2cc(=O)oc3c(C)c(C)ccc23)cc(OC)c1OC | 1 | 0 | -5 | 0.4 | 2 | -6 | -0.4 | 0
Cc1ccc(S(=O)(=O)Nc2ccc3c(c2)C(=O)N([C@@H](C)CO)C[C@H](C)[C@H](CN(C)C(=O)C2CCCCC2)OCCCC[C@@H](C)O3)cc1 | 7 | u | -4 | 0.1 | 0 | 14 | -1.9 | -18
CCN(CC)CCN(C(=O)c1cc2ccccc2cc1OC)c1nc2ccc(OC)cc2s1 | 13 | 0 | 8 | 0.0 | 2 | x | -0.7 | -60
CC(C)NC(=O)Nc1ccc2c(c1)C(=O)N([C@@H](C)CO)C[C@H](C)[C@H](CN(C)Cc1ccc(C(=O)O)cc1)OCCCC[C@@H](C)O2 | 2 | 25* | -1 | 0.1 | -1 | -3 | -3.1 | 4
CC(=O)Nc1cccc(-n2nnc(SCC(=O)Nc3ccc(F)c(Cl)c3)n2)c1 | -3 | -2 | -10 | 0.3 | 6 | -3 | 0.6 | -2
Cc1cc(NC(=O)CSc2nc3c(C)ccc(C)c3cc2C#N)no1 | 0 | 2 | -5 | 0.0 | -1 | -5 | -0.8 | 5
COc1ccc(S(=O)(=O)NCC2CCCO2)cc1NC(=O)c1ccccc1 (configuration not stated) | 13 | -3 | x | 0.0 | 0 | x | 0.6 | 0
C/C=C/C1=CC(=O)C[C@H](c2ccc(OC)c(OC)c2)C1 | 20 | 16 | -2 | 0.0 | 4 | 13 | -2.8 | x
Cc1noc(C)c1NC(=O)Nc1ccc2c(c1)C(=O)N([C@@H](C)CO)C[C@H](C)[C@H](CN(C)CC1CCCCC1)O2 | -20 | 3 | -1 | 0.5 | 0 | 6 | 1.7 | 18
Cc1nc(N2CCN(S(=O)(=O)c3cccs3)CC2)c2c(-c3ccccc3)c(C)sc2n1 | 7 | -6 | x | 0.0 | 0 | 14 | x | x

The listing continues.
SMILES | PAX8 reporter | DENV2 CPE | ARNT-TACC3 inh | XiGFP reactiv | ERp5 block | EWS-Fli block | F508del corr | INS-1E GSIS act
N#C[C@@H]1[C@@H](c2ccccc2-c2cccc(F)c2)[C@H](CO)N1C(=O)Cc1cccnc1 | 18 | -11 | x | 0.0 | -1 | 0 | 0.5 | 8
CCOc1ccc(Nc2nc3c(C)cccc3cc2C#N)cc1 | 12 | u | -20 | 0.8 | 4 | 2 | 1.7 | x
CCCNC(=O)Nc1ccc2c(c1)OC[C@H](C)N(C(C)=O)C[C@H](C)[C@H](OC)CN(C)C2=O | -9 | -6 | -2 | 0.0 | -3 | -1 | 2.7 | 12
COC(=O)c1ccc(CNC(=O)c2ccc3c(c2)NC(=O)CS3)cc1 | -8 | -6 | -2 | 0.1 | 1 | 8 | -4.9 | x
O=C1/C(=C/c2ccccc2O)SC(=S)N1Cc1cccnc1 | -13 | -1 | 1 | 1.6 | -4 | 49 | -2.5 | 12
O=C(Nc1ncc(Cc2cccc(C(F)(F)F)c2)s1)c1ccc(-c2cccc([N+](=O)[O-])c2)o1 | 48 | -3 | x | 0.0 | 4 | 5 | -1.0 | -2
OCC1(CO)COC(/C=C/c2ccccc2)=N1 | 5 | 0 | 3 | 0.0 | 1 | -9 | -2.0 | 18
CCC(=O)Nc1ccc2c(c1)C(=O)N(C)[C@H]1CC[C@@H](CC(=O)NCCCN(C)C)O[C@H]1CO2 | -22 | 14 | 11 | 0.4 | -2 | 11 | -0.1 | 10
O=C(C[C@H]1C[C@@H]2c3cc(NC(=O)Nc4ccc(C(F)(F)F)cc4)ccc3O[C@@H]2[C@H](CO)O1)NCc1ccc2c(c1)OCO2 | 7 | -1 | -3 | 0.1 | -4 | 4 | 1.2 | -11
COC(=O)c1ccc2nc(-c3ccccc3)c(Cc3ccc(C)cc3)n2c1 | -150 | 4 | x | -0.1 | 8 | -14 | 0.8 | -8
C[C@@H]1CN([C@H](C)CO)C(=O)c2cc(NS(=O)(=O)c3ccc(Cl)cc3)ccc2O[C@@H](C)CCCCO[C@@H]1CN(C)Cc1ccc(C(=O)O)cc1 | 7 | 9 | -4 | 0.1 | 0 | -12 | -0.5 | -5
CO[C@H](CCO)[C@H](O)c1ccc(O)c(F)c1 | -3 | -5 | -12 | x | 3 | -2 | 0.6 | x
C[C@@H]1CN([C@@H](C)CO)S(=O)(=O)c2ccc(/C=C/c3ccccc3)cc2O[C@H]1CN(C)C(=O)CN1CCOCC1 | -29 | 4 | 1 | -1.0 | 1 | 3 | -1.0 | -3
CCc1nnc(NC(=O)c2cc(C)oc2C)s1 | -166 | 2 | -1 | 0.1 | 3 | x | 0.5 | 22
COc1cc(COc2ccc3c(C)c(CC(=O)O)c(=O)oc3c2C)cc(OC)c1OC | 20 | -3 | 29 | 0.0 | 5 | 2 | -4.2 | 28
Cc1ccc(Cl)cc1N1C(=O)CC(Sc2ccccc2N)C1=O (configuration not stated) | 2 | -8 | x | 0.0 | -2 | -15 | 0.7 | 7
CNC(=S)N1CCc2cc(OC)c(OC)cc2C1COc1ccc(F)cc1 (configuration not stated) | -10 | -2 | 11 | 0.0 | -1 | 10 | 2.5 | -14
CC(=O)N1[C@H](CNC(=O)C2CC2)[C@@H](c2ccc(-c3cccc(F)c3)cc2)[C@@H]1CO | -21 | 20 | -6 | 0.2 | 0 | 3 | -3.1 | -8
COc1ccc(C=CC(=O)c2ccc(OC)c(OC)c2)cc1O | 4 | u | x | 0.0 | 3 | 21 | 0.8 | 18
C[C@H]1CN([C@@H](C)CO)C(=O)c2cc(/C=C/c3ccccc3)cnc2O[C@@H]1CN(C)Cc1cccc(C(=O)O)c1 | -5 | -2 | -1 | 0.1 | -4 | 1 | 1.4 | 28
CC(C)CN1CCC(=O)N(CCSc2ccccc2)CC1 | -167 | 6 | -19 | -0.2 | 0 | -60 | 1.3 | -33
CCNC(=O)COC(=O)c1cccc(Br)c1 | -13 | -3 | 4 | -0.2 | -6 | -5 | 2.4 | 13
Cc1cccn2c(=O)c(C=NCc3ccccc3)c(NCCO)nc12 | x | 10 | 0 | x | -4 | 10 | 0.2 | 4
COc1ccc(CCNC(=O)c2ccc(-c3ccc([N+](=O)[O-])cc3Cl)o2)cc1OC | -9 | -4 | -3 | 0.0 | 4 | -12 | x | x
CSCCC(NS(=O)(=O)c1ccc(C)cc1)C(=O)NC1CCCCC1 (configuration not stated) | 1 | 2 | 3 | 0.1 | 2 | -6 | -7.6 | 0

(listing goes on)
SMILES | PAX8 reporter | DENV2 CPE | ARNT-TACC3 inh | XiGFP reactiv | ERp5 block | EWS-Fli block | F508del corr | INS-1E GSIS act
O=C(COc1ccc(Br)cc1)Nc1ccc(S(=O)(=O)Nc2ccccn2)cc1 | -1 | 5 | 0 | 0.3 | 5 | 1 | -1.9 | 5
c1ccc(-c2cn3ccccc3n2)cc1 | -117 | -8 | -8 | 0.1 | 2 | -48 | -3.2 | 10
Cc1c(OCC(=O)NCCCn2ccnc2)ccc2c3c(c(=O)oc12)CCCC3 | -27 | -1 | 2 | 0.1 | 4 | x | 2.1 | 9
COc1ccc2[nH]cc(CCNC(=O)CCC3CCCCC3)c2c1 | 8 | 1 | 2 | -0.1 | 2 | 27 | -0.9 | x
CC12CCC(/C(=C/NNc3ccc([N+](=O)[O-])cc3[N+](=O)[O-])C1=O)C2(C)C (configuration not stated) | 21 | -1 | x | 0.1 | -1 | 10 | -3.7 | -30
CCc1ccc(N(CC(=O)Nc2ccccc2C(=O)N2CCOCC2)S(C)(=O)=O)cc1 | -1 | -6 | 3 | 0.2 | 4 | 10 | x | x
COc1ccc(S(=O)(=O)Nc2ccc3c(c2)CC(=O)N([C@@H](C)CO)C[C@@H](C)[C@@H](CN(C)C(=O)Nc2cccc4ccccc24)O3)cc1 | -18 | u | -1 | -0.5 | 5 | 8 | -1.6 | -13
COc1ccccc1NC(=O)C1(C)Cc2ccccc2C(=O)O1 (configuration not stated) | -6 | -2 | -12 | 0.0 | 1 | -10 | -0.7 | x
CC(C)C#Cc1ccc([C@@H]2[C@H]3CN(C(=O)Cc4ccccc4)CC(=O)N3[C@H]2CO)cc1 | x | -10 | x | 0.1 | 4 | -22 | 4.7 | -17

DENV2 CPE: entries above that show a hit.
Structure	DENV2 CPE	ARNT-TACC3 inh	ERp5 block	F508del corr	INS-1E GSIS act
C[C@@H]1CCCCO[C@@H](CN(C)Cc2ccccc2)[C@@H](C)CN([C@H](C)CO)C(=O)c2cc(NC(=O)c3ccccc3)ccc2O1	100*	4	x	-1.0	13
CC(C)NC(=O)Nc1ccc2c(c1)C(=O)N([C@@H](C)CO)C[C@H](C)[C@H](CN(C)Cc1ccc(C(=O)O)cc1)OCCCC[C@@H](C)O2	25*	-1	-1	-3.1	4

Source: PubChem BioAssay

No enrichment for hits; about 4.2% have a hit in one of these screens.
